Screens deposited in PubChem BioAssay by National Center for Advancing Translational Sciences (NCATS).
Pol kappa inh – inhibitors of human DNA polymerase kappa; Q9UBT6; AID 588579; purified Pol kappa, fluorescent DNA synthesis assay, 10 min; Potency, µM (highest dose often 107 µM), for inactives: at the highest dose activity, negative = inhibition, hits mostly inhibitors; 0.53% of 400,000 active; further: potency means the concentration at half of the fitted maximal effect; on the % scale 0 is the no-effect control and ±100 the full control effect
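Activity was followed as the change in fluorescence between reads at 0 and 10 min after starting the reaction with 50 nM substrate. Beforehand, 10 nM polymerase had been preincubated with compound for 15 min at room temperature.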
APEX1 inh – APE1 (human) endonuclease inhibition; Potency, µM (series often up to 65.8 µM), for inactives: at the highest dose activity change, negative = inhibition, actives largely listed as inhibitors; recombinant APE1, TAMRA/BHQ-2 abasic DNA cleavage fluorescence; AID 2517; 0.35% of 350,000 active;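 further: potency means the concentration at half of the fitted maximal effect; plate controls were vehicle for no effect and reference inhibitor for full effect; nearly all actives have a fitted effect of over 55% in size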
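Endonuclease cleavage of a quenched abasic-site DNA duplex (50 nM) by APE1 (0.75 nM) was tracked by TAMRA dequenching. Compounds were preincubated with enzyme 15 min at room temperature; data normalized to buffer-only and DMSO wells plus NSC13755 control.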
Pol beta inh – blocks human DNA polymerase beta activity. 1.3% of 340,000 active. P06746. Pol beta primer extension/strand displacement, fluorescence kinetic. Potency, µM (top dose mostly 114 µM), for inactives: at the highest dose activity change, negative = inhibition, actives largely listed as inhibitors; further: potency means the concentration at half of the fitted maximal effect; on the % scale 0 is the no-effect control and ±100 the full control effect
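Homogeneous kinetic assay of primer extension and strand displacement by 10 nM Pol beta, preincubated 15 min at room temperature with compound before 50 nM substrate (final) was added. Read at 0 and 10 min; four-parameter Hill fit.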
BLM inh – inhibitors of human Bloom syndrome helicase BLM; recombinant BLM DNA unwinding, fluorescence dequenching; Potency, µM (series often up to 56.1 µM), for the others: at the top dose activity change, negative = inhibition, hits mostly inhibitors; 0.2% of 350,000 active;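 further: potency means the concentration at half of the fitted maximal effect; plate controls were vehicle for no effect and no enzyme for full effect; nearly all actives have a fitted effect of over 35% in size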
Target sequence (P54132 whole entry, looked up): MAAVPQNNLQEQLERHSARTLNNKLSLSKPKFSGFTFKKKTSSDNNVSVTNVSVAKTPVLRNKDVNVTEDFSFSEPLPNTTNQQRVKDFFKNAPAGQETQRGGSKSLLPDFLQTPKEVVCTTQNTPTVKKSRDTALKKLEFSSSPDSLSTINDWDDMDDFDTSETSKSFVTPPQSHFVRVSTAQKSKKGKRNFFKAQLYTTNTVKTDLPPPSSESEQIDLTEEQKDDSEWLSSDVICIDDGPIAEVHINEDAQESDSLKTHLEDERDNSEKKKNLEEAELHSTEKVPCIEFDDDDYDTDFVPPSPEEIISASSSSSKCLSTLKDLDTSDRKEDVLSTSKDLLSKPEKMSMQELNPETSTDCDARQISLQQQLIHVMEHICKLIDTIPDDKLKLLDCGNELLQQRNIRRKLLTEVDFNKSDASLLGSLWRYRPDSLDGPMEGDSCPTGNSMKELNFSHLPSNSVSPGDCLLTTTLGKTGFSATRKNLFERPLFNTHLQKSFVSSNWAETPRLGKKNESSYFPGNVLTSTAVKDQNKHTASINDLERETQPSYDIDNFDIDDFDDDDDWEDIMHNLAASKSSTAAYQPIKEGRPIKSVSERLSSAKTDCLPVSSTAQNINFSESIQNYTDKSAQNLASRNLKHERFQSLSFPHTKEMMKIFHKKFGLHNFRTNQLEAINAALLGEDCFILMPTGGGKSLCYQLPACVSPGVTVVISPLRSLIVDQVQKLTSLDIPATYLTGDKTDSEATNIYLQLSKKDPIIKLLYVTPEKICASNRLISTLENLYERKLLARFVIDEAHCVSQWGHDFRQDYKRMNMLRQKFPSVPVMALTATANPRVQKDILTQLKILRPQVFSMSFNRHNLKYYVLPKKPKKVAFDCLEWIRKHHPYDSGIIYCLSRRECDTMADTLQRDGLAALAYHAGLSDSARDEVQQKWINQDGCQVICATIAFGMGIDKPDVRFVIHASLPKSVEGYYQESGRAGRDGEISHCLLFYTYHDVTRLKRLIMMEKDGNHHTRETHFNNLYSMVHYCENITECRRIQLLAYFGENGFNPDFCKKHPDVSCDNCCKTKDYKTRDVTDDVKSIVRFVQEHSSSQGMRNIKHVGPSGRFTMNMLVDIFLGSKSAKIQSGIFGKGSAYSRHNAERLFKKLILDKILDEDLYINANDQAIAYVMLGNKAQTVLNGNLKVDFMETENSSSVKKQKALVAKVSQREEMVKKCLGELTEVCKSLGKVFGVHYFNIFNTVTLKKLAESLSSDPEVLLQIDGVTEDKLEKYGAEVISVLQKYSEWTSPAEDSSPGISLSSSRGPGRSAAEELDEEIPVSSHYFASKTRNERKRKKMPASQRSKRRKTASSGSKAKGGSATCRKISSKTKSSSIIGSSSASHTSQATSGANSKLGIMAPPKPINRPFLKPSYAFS
LDHA inh – blocks human lactate dehydrogenase A; P00338; purified LDHA, NADH/diaphorase-resazurin fluorescence; active compounds read low; activity change, % (values are at about 110 or 230 µM); 0.15% of 480,000 active; in the data active means activity change below about -30%; inconclusive means mostly about -25% to -30%;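 further: plate controls were DMSO wells for no effect and wells without enzyme for full effect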
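Resorufin fluorescence (ex540/em590), read at 0 and 20 min after diaphorase/resazurin addition, reports the NADH left after a 5 min room-temperature reaction of 2 nM human LDH5 with 0.06 mM NADH and 0.2 mM pyruvate.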
POLH inh – DNA polymerase eta (human) inhibition | recombinant Pol eta, fluorescent DNA replication assay | Q9Y253 | Potency, µM (top dose mostly 114 µM), inactives show top-dose activity change, negative = inhibition, hits mostly inhibitors | 1.2% of 390,000 active; further: potency means the concentration at half of the fitted maximal effect; on the % scale 0 is the no-effect control and ±100 the full control effect
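Pol eta (10 nM) was preincubated with compounds for 15 min at room temperature, after which fluorescent replication substrate (50 nM final) was added to start the reaction. Fluorescence was read kinetically at 0 and 10 min.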
Anesthetic bind – candidate novel general anesthetic via apoferritin binding; P02791; apoferritin/1-aminoanthracene competitive binding, fluorescence; Potency, µM (titrated, usually from 77.5 µM), inactives show at the highest dose activity change, negative = displacement, hits mostly inhibitors; 0.074% of 350,000 active; AID 485281; further: potency means the concentration at half of the fitted maximal effect; on the % scale 0 is the no-effect control and ±100 the full control effect; nearly all actives have a fitted effect of over 20% in size
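Apoferritin-based anesthetic binding model; compound displacement of fluorescent 1-AMA measured as endpoint fluorescence after 10 minutes at room temperature, scaled to free-ligand and complex controls.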
POLI inh – inhibitors of human DNA polymerase iota; Q9UNA4; Pol iota fluorescent replication assay, 10 min; Potency, µM (titrated, usually from 115 µM), for inactives: top-dose activity, negative = inhibition, hits mostly inhibitors; 1% of 390,000 active; further: potency means the concentration at half of the fitted maximal effect
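Pol iota at 10 nM preincubated 15 min with compounds at room temperature; reaction started with fluorescent substrate, 50 nM final. Fluorescence read kinetically at 0 and 10 min; buffer-only wells as negative control.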
Glioma ERSR ind – ER stress response induction in glioma; Potency, µM, inactives show at the highest dose activation, most hits filed as activators; U87-MG GRP78 promoter luciferase reporter, 16 h; 0.02% of 420,000 active; further: potency means the concentration at half of the fitted maximal effect; series mostly up to about 76 µM; % of control where 0% means no effect; nearly all actives have a fitted effect of over 35% in size
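Stably transfected U87-MG glioma cells carrying a GRP78-based luciferase sensor; 16 h compound incubation. Luminescence end-point read 10 min after Bright-Glo addition at room temperature.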
Active calls of the source: *; ? = inconclusive; . = not tested or not shown; [ ] = dose if it differs, or a comment. Unless noted, the call rests on the fitted dose curve; in most records, active means well fitted curve in the direction sought with a large enough effect; inconclusive means small, poorly fitted or top-dose-only effect, or another doubt; inactive means no such curve, though single readings can be large; an effect the other way counts as inactive or inconclusive. This is a subset; the hit share may differ from the screen's.

SMILES	Pol kappa inh	APEX1 inh	Pol beta inh	BLM inh	LDHA inh	POLH inh	Anesthetic bind	POLI inh	Glioma ERSR ind
O=C(CCN1C(=O)c2ccccc2C1=O)NCc1ccco1	-7%	-7%	1%	-3%	-3	?	-8%	50µM*	-4%
CCC(C)C(NC(=O)C(C)NC(=O)CNC(=O)OC(C)(C)C)C(N)=O (stereo not given)	-12%	2%	26%	-3%	-9	2%	-1%	-1%	-3%
Cc1ccc(-n2c(SCC(=O)N3Cc4ccccc4CC3C(=O)O)nnc2-c2cccnc2)c(C)c1 (stereo not given)	-12%	0%	-1%[57.1 µM]	2%	0	?	-6%	48%[activator]	-2%
S=C1NCCc2ccccc2C1c1ccccc1Cl (stereo not given)	-11%	6%	6%	-7%	-1	-3%	-9%	20%	-2%
O=C(NCc1ccc(Cl)c(Cl)c1)c1ccc2c(c1)OCO2	5%	-18%	29%	-5%	0	-13%	?	38%[activator]	-1%
CC(=O)Nc1ccc(S(=O)(=O)NCCC(=O)OCc2nnc(-c3ccccc3)o2)cc1	-17%	12%	.	.	-5	?	.	23%	-1%
O=C(CSc1nnc2ncccn12)Nc1cccc2ccccc12	4%	-11%	55%	0%	-6	-8%	-6%	25%	-1%
CCCCc1nc2cc(C(=O)NCc3nccn3CC)ccc2o1	-14%	-5%	1%	0%	-7	-8%	-12%	-3%	8%
CCn1c(SCC(=O)NC(=O)Nc2ccc3c(c2)OCCO3)nnc1-c1cccs1	-3%	4%	-1%	0%	-1	-10%	?	-18%	-9%
COc1ccc(S(=O)(=O)N2CCC(C(=O)Nc3ccc(S(=O)(=O)N4CCCC4)cc3)CC2)cc1OC	-2%	13%	.	.	-11	-7%	.	-12%	-6%
CNC(=S)N(CCO)Cc1cc2cc3c(cc2[nH]c1=O)OCCO3	-14%	60%[activator]	3%	2%	0	-9%	2%	?	-3%
CC(=O)c1ccc2c3c(cccc13)C(=O)N(CCc1ccccc1)C2=O	?	-7%	32µM*	-8%	-10	28µM*	-9%	?	4%
Cc1ccc(C(=O)COC(=O)c2ccc3c(c2)C(=O)N(c2cccc4ncccc24)C3=O)cc1	-11%	16%	35%	-8%	-2	17%	-2%	-10%	-2%
Cc1ccc(-c2onc3ccc(Br)cc23)cc1	3%	64%[activator]	10%	-4%	-2	-3%	2%	6%	?
Cc1ccc(SCc2nc(-c3cccnc3)no2)cc1	-11%	15%	20%	1%	-8	-2%	-22%	8%	5%
COc1ccc(CNC(=O)c2onc(C)c2Cl)cc1	11%	0%	27%	3%	-1	-8%	-8%	-3%	0%
CCCCOC(=O)c1ccc(Nc2nc3ccccc3c3nnc(C)n23)cc1	4%	.	5%	-17%	-6	-24%	4%	24%	-3%
CCOC(=O)C1=C(C)NC(=O)NC1c1ccccc1OCc1c(F)cccc1Cl (stereo not given)	2%	1%	16%	-4%	3	-9%	-13%	-14%	-7%
CCCOc1ccc2oc(=O)c3c(c2c1)CCCN3C(=O)CN1CCN(c2ncccn2)CC1	-3%	3%	3%	-5%	-3	-25%	-21%	?	-7%
CC(=O)Nc1ccc2nc(-c3cccn3C)[nH]c2c1	3%	2%	-7%	-3%	-5	-1%	-3%	8%	0%
CCNC(=S)NNC(=O)CCc1nc2cc(Cl)ccc2n(Cc2ccccc2)c1=O	-10%	38%[activator]	16%	-1%	-12	1%	-7%	85%[activator]	4%
CCC(C)(C)n1nnnc1C(c1ccc2ncccc2c1)N1CCN(c2ccc(O)cc2)CC1 (stereo not given)	9%	3%	19%	-2%	26	-12%	1%	52%[activator]	-7%
Cc1ccc(Cn2c(NS(=O)(=O)c3ccccc3)nc3ccccc32)cc1	-9%	-11%	-4%	-7%	-9	0%	-8%	4%	-2%
COC(=O)c1ccc(S(=O)(=O)NC(C)(C)C)n1C	-5%	?	-21%	1%	-13	-4%	-13%	-7%[58.9 µM]	-2%
O=S(=O)(c1ccc(F)cc1)N(Cc1nc(-c2ccc(Cl)cc2)no1)C1CCCCC1	-13%	.	-3%	-6%	-4	-13%	-9%	19%	-1%
COC(=O)C1=C(C)N(CC(C)C)C(=O)/C1=C\c1cccs1	1%	2%	6%	-4%	-7	3%	-15%	2%	-2%
CCCC(=O)Nc1ccc(NC(=O)c2cccc(OC)c2)cn1	-22%	-5%	16%	3%	3	-1%	-21%	74%[activator]	-6%
COc1ccc(NC(=O)c2sc3nc(C)cc(C)c3c2N)c(OC)c1	16%	.	.	.	-2	-4%	.	37%[activator]	-2%
CC(=O)Nc1nc(C2COc3ccccc3O2)cs1 (stereo not given)	-2%	3%	-2%	4%	0	2%	0%	-27%	-4%
COc1cc(C(=O)OCC(=O)N2CCCCCC2)c([N+](=O)[O-])cc1OC	10%	12%	.	.	0	-15%	.	30%	1%

The last two compounds of the part above come first, to join the parts:
SMILES	Pol kappa inh	APEX1 inh	Pol beta inh	BLM inh	LDHA inh	POLH inh	Anesthetic bind	POLI inh	Glioma ERSR ind
CC(=O)Nc1nc(C2COc3ccccc3O2)cs1 (stereo not given)	-2%	3%	-2%	4%	0	2%	0%	-27%	-4%
COc1cc(C(=O)OCC(=O)N2CCCCCC2)c([N+](=O)[O-])cc1OC	10%	12%	.	.	0	-15%	.	30%	1%
N#Cc1ncc(-c2ccc3c(c2)OCCOCCOCCOCCO3)nc1C#N	9%	4%	-15%	6%	-7	-17%	-3%	19%	-2%
O=C(CSc1nnc(CNC(=O)c2ccccc2)o1)Nc1ccc2c(c1)OCCO2	-8%	25%	21%	-1%	-2	-12%	-4%	9%	-4%
S=c1[nH]cc(-c2ccccc2)n1-c1ccccc1Cl	-11%	-4%	23%	-3%	3	-24%	-12%	54%[activator]	0%
Cc1nonc1C(=O)N/N=C/c1ccc(O)c(O)c1	-7%	2%	-16%	-1%	9	-20%	4%	-11%	35µM*
CCN(Cc1nc2ccccc2c(=O)[nH]1)C(=O)c1cccc(S(=O)(=O)N2CCc3ccccc32)c1	-3%	-8%	.	.	-6	-6%	.	-30%	-2%
CCCCOc1ccc(/C=C/C(=O)Nc2ccc(C(N)=O)cc2)cc1	-14%	0%	12%	-4%	-7	-13%	-5%	?	-4%
O=C(O)c1ccccc1C(=O)c1ccc(Oc2ccccc2)cc1	-8%	27%	-17%	-11%	-9	-7%	-7%	21%	0%
Cc1nn(CC(=O)N2CCN(S(=O)(=O)c3ccccc3)CC2)c(C)c1[N+](=O)[O-]	-14%	59%[activator]	.	.	-7	-13%	.	-8%	-3%
COc1ccc(Cc2nnc(NC(=O)Cc3cccs3)s2)cc1OC	79µM*	28µM*	8.9µM*	?	0	6.3µM*	-19%	?	-9%
CCN(CC)c1ccc(C=Nc2cccnc2Cl)c(O)c1	-8%[60.1 µM]	47%	-19%	-6%	5	-17%	-5%	-6%	1%
COC(=O)c1ccccc1NC(=O)CSc1nnc(CNS(=O)(=O)c2ccc(C)cc2)n1C	2%	-6%	17%	1%	2	-12%	?	25%	-3%
CCSc1nnc(NC(=O)c2ccccc2C)s1	-10%	2%	26%	-4%	-7	-5%	-3%	63%[activator]	-7%
COc1cc2nc3c4ccccc4n(CC#N)c3nc2cc1OC	.	0%	3%	3%	.	.	-9%	.	.
O=C(NC1CCCCC1)c1ccc(-c2cccc([N+](=O)[O-])c2)o1	0%	14%	1%	-6%	-2	-4%	-19%	22%	0%
COc1ccc(NC(=O)Cn2nc3c(cc2=O)CCCC3)cc1Cl	-2%[60.1 µM]	.	4%	0%	-6	-1%	-7%	5%	-2%
COc1ccc(CCNC(=O)c2ccc(Cn3c(=O)c4cccn4c4cccnc43)cc2)cc1OC	1%	.	-29%	-6%	1	-14%	-8%	-6%	-1%
COc1cccc(CN(C)CC(=O)Nc2cccc(S(N)(=O)=O)c2)c1OC	-6%	1%	29%	0%	-15	-10%	-1%	-15%	-3%
COc1ccc(S(=O)(=O)Cc2ccc(C(=O)N3CCc4ccccc4C3)o2)cc1	3%	-1%	-22%	-4%	5	-9%	-20%	13%	2%
Cc1[nH]c2ccccc2c1SCC(=O)NC1CCCCC1	-2%	-6%	-16%	-3%	3	-18%	-11%	-1%	-2%
COc1ccc(S(=O)(=O)NCc2ccncc2)cc1NC(=O)c1ccccc1F	0%	-5%	.	.	-4	-1%	.	?	-3%
Cc1cccc(-n2ncc3c(N4CCCc5ccccc54)ncnc32)c1	-11%	2%	0%	-4%	-7	-14%	94%[activator]	6%	7%
CCOc1cc(/C=N/NC(=O)CSc2nnc(C)s2)ccc1OCc1ccccc1Cl	1%	2%	?	-8%	1	-10%	2%	15%	-5%
Cc1ccc(NC(=O)CCN2C(=O)c3ccccc3C2=O)cc1C	7%	18%	18%	-2%	1	7%	-14%	5%	-3%
CCN(CC)C(=O)N1CCc2ccccc21	-8%[60.1 µM]	3%	39%[activator]	-9%	1	0%	-22%	9%	-2%
COc1cccc(CN(C)Cc2nc(Cc3ccccc3Cl)no2)c1	-2%	5%	18%	-9%	-4	-24%	-14%	15%	-3%
COc1cccc(/C(O)=C/C(=O)C(=O)Nc2ccc(S(=O)(=O)NC(C)=O)cc2)c1	-21%	2%	24%	1%	8	-6%	-2%	-4%	3%
CC1CCN(C(=O)c2cc3ccccc3c(=O)o2)CC1	-1%	-2%	95%	-2%	-2	-14%	-12%	20%	2%
O=C(CSc1nnc(NCc2ccccc2)s1)NC1CCS(=O)(=O)C1 (stereo not given)	-6%	-2%	-2%	-4%	-4	-18%	1%	70%[activator]	0%
COCCCNS(=O)(=O)c1cc2c3c(c1)C(C)C(=O)N3CCC2 (stereo not given)	-1%	-14%	15%	2%	-1	-1%	-4%	11%	-5%
